Fibroblast inh – blocks proliferation of human lung fibroblasts. LL 47 human lung fibroblast viability, ATP luminescence; stronger effect = lower value. hit rate 1.1% among 85,000. viability, % at 10 µM;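 active = viability at or below 50% in the single dose screen; inactive = viability above 50%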;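 also: compound exposure lasted 72 h before the ATP readout; 100% = median luminescence of untreated cell-only wells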
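Times – overnight cell rest, 72 h compound treatment at 37 °C · Test system – human lung fibroblast line LL 47, low passage · Amount – 1,150 cells in each well · Controls – cell-only wells, no compound · Doses – 0.1% DMSO in all compound wells · Measured by – CellTiter-Glo luminescence · Buffer or medium – IMEM plus 15% FBS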
PTPN22 act – LYP (human) phosphatase activation; Q9Y2R2; recombinant LYP, DiFMUP fluorescence; 0 = plate median, 100 = signal doubled; activation, % at 2 µM; hit rate 0.11% among 96,000; AID 697;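 active = activation at 2 µM above a set limit, the mean plus 5 SD, cut at about 37% in these data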
S1P2 blocker – S1P2 (human) receptor antagonism; O95136; cell-based S1P2 antagonist assay, inhibition at 5 uM; inhibition, % at 5 µM; hit rate 0.21% among 97,000; AID 736; in the data active = inhibition above about 45%;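 also: CRE beta-lactamase reporter cells expressing human S1P2 stimulated with S1P; 0% = agonist at EC80 alone and 100% = agonist plus reference antagonist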
Target sequence (O95136 whole entry, looked up): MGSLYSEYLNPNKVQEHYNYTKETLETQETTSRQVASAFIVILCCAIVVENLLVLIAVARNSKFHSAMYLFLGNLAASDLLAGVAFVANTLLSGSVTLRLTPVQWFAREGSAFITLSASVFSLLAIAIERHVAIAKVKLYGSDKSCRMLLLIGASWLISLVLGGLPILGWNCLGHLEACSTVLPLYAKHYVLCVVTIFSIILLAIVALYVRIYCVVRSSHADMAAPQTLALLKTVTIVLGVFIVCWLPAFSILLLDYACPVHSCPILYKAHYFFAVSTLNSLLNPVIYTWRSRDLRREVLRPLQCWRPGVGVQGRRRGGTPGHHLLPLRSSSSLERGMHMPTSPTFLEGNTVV
S1P2 agonist – agonists of human S1P2 receptor; AID 729; activation, % at 4.5 µM; S1P2-expressing cell line, agonist reporter read-out; O95136; hit rate 0.46% among 97,000; in the data active = activation above about 16%;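 also: 0% = vehicle low control and 100% = maximal reference agonist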
PostGolgi ctrl – growth of the yeast control strain, post-Golgi counter-screen; inhibition, % at 10 µM; efflux-deficient yeast background strain, growth absorbance A615, 16 h; hit rate 5% among 98,000; AID 738; in the data active = inhibition above about 30%
sEH act – activators of human soluble epoxide hydrolase; AID 717; activation, % at 2 µM; purified human sEH enzymatic activity, activator screen; P34913; hit rate 0.04% among 91,000; in the data active = activation above about 37%; also: values of inactives mirror those of a sister screen read the other way
Target sequence (P34913 whole entry, looked up): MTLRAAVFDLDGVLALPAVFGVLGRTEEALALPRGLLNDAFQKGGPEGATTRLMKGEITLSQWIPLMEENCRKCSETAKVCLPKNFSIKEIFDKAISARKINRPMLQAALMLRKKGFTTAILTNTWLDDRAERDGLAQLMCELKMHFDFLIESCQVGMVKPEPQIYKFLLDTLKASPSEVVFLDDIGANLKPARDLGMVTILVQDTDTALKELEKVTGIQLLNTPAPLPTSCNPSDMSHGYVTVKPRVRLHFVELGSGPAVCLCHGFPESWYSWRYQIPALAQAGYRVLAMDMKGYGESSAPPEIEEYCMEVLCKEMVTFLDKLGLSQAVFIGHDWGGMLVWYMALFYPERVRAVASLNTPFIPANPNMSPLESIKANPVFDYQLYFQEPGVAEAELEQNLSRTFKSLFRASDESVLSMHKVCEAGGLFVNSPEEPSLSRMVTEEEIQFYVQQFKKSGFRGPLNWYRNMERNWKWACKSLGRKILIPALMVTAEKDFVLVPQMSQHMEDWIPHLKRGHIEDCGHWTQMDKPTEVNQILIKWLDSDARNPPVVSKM
H69AR growth 86K – growth inhibitors of human H69AR lung tumor cells; H69AR lung tumor viability, ATP luminescence, 72 h; stronger effect = lower value; viability, % at 10 µM; hit rate 6% among 85,000; AID 598;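 active = viability at or below 40%; inactive = viability above 40%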;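 also: multidrug resistant small cell line overexpressing MRP-1 efflux transporter; 100% = mean luminescence of untreated control wells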
sEH inhibitor – soluble epoxide hydrolase (human) inhibition | AID 707 | inhibition, % at 2 µM | recombinant human sEH enzymatic activity assay | P34913 | hit rate 0.34% among 91,000; in the data active = inhibition above about 80%; also: values of inactives mirror those of a sister screen read the other way; many of its hits are not listed in these tables
HUVEC prolif 384 – blocks proliferation of human endothelial cells; HUVEC proliferation, CellTiter-Glo luminescence, 72 h; stronger effect = lower value; viability, % at 10 µM (by protocol); hit rate 1.1% among 86,000; AID 648;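 active = viability at or below 30%; inactive = viability above 30%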;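 also: 100% = median luminescence of DMSO-only cell control wells on each plate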
Starred values were filed as active, the others as inactive; x = not tested or not shown. An excerpt, so the mix of outcomes need not match the whole.

SMILES | Fibroblast inh | PTPN22 act | S1P2 blocker | S1P2 agonist | PostGolgi ctrl | sEH act | H69AR growth 86K | sEH inhibitor | HUVEC prolif 384
COc1ccccc1NC(=O)CCNC(=O)Cn1ccc2ccccc2c1=O | 114 | 2 | 8 | -6 | 0 | x | 96 | x | 101
Clc1ccc(-c2nnc(-c3ccc(Br)cc3)c(N3CCSCC3)n2)cc1 | x | -9 | -12 | 1 | 20 | 21 | x | -18 | x
COc1ccc2c(c1)c(=O)oc1c(C)c3occ(C)c3cc12 | 102 | -8 | 13 | 1 | x | 0 | 35* | -1 | 116
CC(C)(C)n1nnnc1C(c1cc2cc3c(cc2[nH]c1=O)OCCO3)N1CCSCC1 (configuration not stated) | 81 | 0 | -6 | -7 | -1 | -7 | 80 | 6 | 80
CN(C)S(=O)(=O)N(CC(=O)Nc1cccc(F)c1)c1ccccc1 | 95 | 5 | -3 | -7 | -2 | -1 | 99 | 3 | 88
COC(=O)Nc1cc(C)nc2ccccc12 | 97 | 12 | 9 | -6 | 6 | 0 | 87 | -2 | 96
O=C(NCc1cccnc1)NC1(c2ccccc2)CC1 | 102 | -5 | -7 | -4 | 2 | 3 | 99 | -4 | 106
O=c1/c(=C/c2ccc([N+](=O)[O-])cc2)sc2n1CCCN=2 | x | 7 | 8 | -9 | 4 | -4 | x | 5 | x
C/C(=N/OC(=O)c1ccc(C)cc1)c1cccs1 | x | -11 | -1 | -6 | 5 | -4 | x | 5 | x
CSc1nc(=O)n2cccc(C)c2n1 | x | 0 | 8 | -5 | -4 | 5 | x | -6 | x
Cc1nn(-c2cc(C)c3ccccc3n2)c2c1C1C(C2)C1(C)C (configuration not stated) | 98 | 0 | -25 | -1 | x | 5 | 88 | -6 | 111
Cn1c(=O)c2c(nc(NCCNC(=O)c3ccco3)n2Cc2ccccc2Cl)n(C)c1=O | 105 | 14 | -17 | -2 | 1 | 8 | 61 | -8 | 83

Some of the entries so far, field by field:
Molecule: CN(C)S(=O)(=O)N(CC(=O)Nc1cccc(F)c1)c1ccccc1
- Fibroblast inh: 95
- PTPN22 act: 5
- S1P2 blocker: -3
- S1P2 agonist: -7
- PostGolgi ctrl: -2
- sEH act: -1
- H69AR growth 86K: 99
- sEH inhibitor: 3
- HUVEC prolif 384: 88

Molecule: C/C(=N/OC(=O)c1ccc(C)cc1)c1cccs1
- Fibroblast inh: x
- PTPN22 act: -11
- S1P2 blocker: -1
- S1P2 agonist: -6
- PostGolgi ctrl: 5
- sEH act: -4
- H69AR growth 86K: x
- sEH inhibitor: 5
- HUVEC prolif 384: x

Molecule: COc1ccccc1NC(=O)CCNC(=O)Cn1ccc2ccccc2c1=O
- Fibroblast inh: 114
- PTPN22 act: 2
- S1P2 blocker: 8
- S1P2 agonist: -6
- PostGolgi ctrl: 0
- sEH act: x
- H69AR growth 86K: 96
- sEH inhibitor: x
- HUVEC prolif 384: 101

Molecule: O=c1/c(=C/c2ccc([N+](=O)[O-])cc2)sc2n1CCCN=2
- Fibroblast inh: x
- PTPN22 act: 7
- S1P2 blocker: 8
- S1P2 agonist: -9
- PostGolgi ctrl: 4
- sEH act: -4
- H69AR growth 86K: x
- sEH inhibitor: 5
- HUVEC prolif 384: x

Remaining list, next part
SMILES | Fibroblast inh | PTPN22 act | S1P2 blocker | S1P2 agonist | PostGolgi ctrl | sEH act | H69AR growth 86K | sEH inhibitor | HUVEC prolif 384
CC(=O)N1CCN=C1SCc1ccc(Cl)cc1 | 89 | x | x | x | 35* | x | 93 | x | 86
CN(C)CCOCCP(=O)(c1ccccc1)c1ccccc1 | 107 | 4 | 4 | -1 | 11 | -2 | 92 | 1 | 102
NC(=O)CSc1ccc(Br)cc1 | 100 | 2 | 0 | -8 | 2 | 19 | 95 | -20 | 105
Cn1c(SCC(=O)c2cccs2)nnc1-c1ccco1 | 100 | -5 | 11 | -3 | 1 | 9 | 85 | -9 | 99
Cc1cc2c(c(=O)n1Cc1ccco1)C(c1cccnc1)C(C#N)=C(N)O2 (configuration not stated) | 106 | 0 | 10 | -2 | 1 | 16 | 79 | -18 | 92
CCC(OC(=O)c1ccco1)C(=O)NCc1ccco1 (configuration not stated) | x | 3 | 9 | -3 | 4 | 13 | x | -15 | x
O=c1[nH]ncc(N/N=C/c2ccccc2)c1Cl | 100 | 12 | 9 | -2 | 2 | 5 | 85 | -4 | 74
Cc1ccc(C(CC(=O)NCc2ccco2)c2ccccc2)c(O)c1 (configuration not stated) | 96 | -1 | 20 | -3 | 8 | -6 | 83 | 5 | 99
CSc1ccccc1NC(=O)CN(c1cccc(C)c1)S(C)(=O)=O | 109 | x | x | x | 5 | x | 95 | x | 101
Cc1cccc2cc(-c3nc4c(C)cccn4c3NCc3ccco3)c(=O)[nH]c12 | 86 | -3 | 39 | -1 | 56* | 5 | 70 | -5 | 68
CC1(C)CC(=O)C2=C(C1)OC1=C(C(=O)CC(C)(C)C1)C2c1ccc(O)cc1O | 17* | -6 | 44 | -3 | -5 | -3 | 2.2* | 2 | 25*
Cc1ccc(CN(c2ccc(C(=O)N3CCCC3)cc2)S(C)(=O)=O)cc1 | x | -2 | 11 | -9 | 10 | -9 | 101 | 9 | 96
COC(=O)C1C(=O)c2c(n[nH]c2C)CC1(C)C (configuration not stated) | 103 | -11 | 3 | 0 | 3 | 9 | 88 | -6 | 104
Cn1c(=O)c2ncn(CC(=O)Nc3ccc4oc(-c5cccc6ccccc56)nc4c3)c2n(C)c1=O | 60 | -5 | 0 | 1 | x | 3 | 101 | 1 | 27*
C/C(=N\c1nc2ccccc2n1C)c1cc(Cl)ccc1O | x | 2 | 13 | -4 | -1 | -9 | x | 7 | x
Cc1cccc(CSc2nnc(-c3cccs3)n2Cc2ccco2)c1 | 102 | -6 | -6 | -1 | 24 | 1 | 90 | -1 | 92
O=C1CC2CS(=O)(=O)CC2N1c1ccc(Cl)cc1Cl (configuration not stated) | x | 13 | -1 | -3 | 4 | 9 | x | -11 | x
Cc1ccc2nc(SCC(=O)Nc3cccc([N+](=O)[O-])c3)[nH]c2c1 | x | -2 | -13 | -3 | 19 | 6 | x | -3 | x
Cc1ccc(NC(=O)CSCC(=O)Nc2ccc(N3CCOCC3)c(Cl)c2)cc1 | 102 | -1 | 10 | -2 | 0 | -13 | 89 | 12 | 100
CC(C)(C)NS(=O)(=O)c1ccc(-c2csnn2)s1 | 98 | 2 | -27 | -6 | 4 | -3 | 79 | 1 | 95
COc1ccc(NC(=O)CSc2nnc(-c3ccoc3C)n2CCc2ccccc2)cc1 | 97 | -3 | 16 | -10 | 7 | -10 | 83 | 11 | 88
CCOC(=O)N1CCC(NC(=O)C2CCCN(Cc3nc(-c4cccc(Cl)c4)oc3C)C2)CC1 (configuration not stated) | x | 2 | 61* | -2 | 5 | -22 | x | 25 | x
COc1cc(C(=O)Sc2ccc(C)cc2)cc(OC)c1OC | x | -1 | 17 | -4 | 45* | -9 | x | 11 | x
Cc1cc(NC(=O)Nc2cccc3ccccc23)no1 | 106 | 5 | -10 | -3 | 18 | x | 95 | x | 94
CCN(CC)c1ccc(NC(=O)CN2CCN(CC(=O)Nc3ccccc3F)CC2)cc1 | 85 | -7 | 14 | -5 | -10 | 2 | 86 | -2 | 94
O=S(=O)(Nc1ccc(N2CCOCC2)cc1)c1ccc2ccccc2c1 | 112 | 18 | 2 | -5 | 48* | 1 | 113 | -5 | 97
CCOc1ccc2nc(NC(=O)CSc3ccc(Cl)cc3)sc2c1 | 106 | -1 | -20 | -2 | 1 | 4 | 75 | -5 | 97
c1ccc(C2=NNC(=NC3CC3)SC2)cc1 | 80 | 14 | 10 | -3 | 4 | x | 60 | x | 73
O=C(Nc1ccc2c(c1)OCO2)c1ccncc1 | 102 | 4 | 7 | -6 | -1 | 21 | 98 | -19 | 82
CC(C)(C)NC(=O)C1CCCN(S(=O)(=O)c2cccc3cccnc23)C1 (configuration not stated) | 86 | x | 9 | -3 | 10 | x | 92 | x | 95
O=C(Oc1ccc(-c2nnco2)cc1)N1CCCCC1 | 104 | -7 | 6 | -9 | -3 | -3 | 90 | 3 | 106
COc1cccc(-n2ccnc2SCC(=O)N2CCc3ccccc32)c1 | 95 | -9 | -3 | -5 | 12 | 1 | 88 | -2 | 95
NC(=O)COc1cccc2cccnc12 | 98 | -2 | -3 | -5 | 20 | -1 | 86 | -3 | 97
O=C(Nc1cccc(F)c1)NC1(C(=O)N2CCN3CCCC3C2)CCCCC1 (configuration not stated) | 99 | -5 | -20 | -2 | x | 18 | 91 | -13 | 90
COc1ccc2c(c1)C(C)=CC(C)(C)N2C(=O)Nc1ccccc1 | 101 | -16 | 4 | -7 | x | 3 | 91 | 2 | 99
COc1ccc(C2/C(=C(/O)c3ccccc3)C(=O)C(=O)N2CO)cc1 (configuration not stated) | 98 | -10 | -2 | -4 | 3 | 12 | 100 | -14 | 110
CCC(C)NC(=O)CSc1nc2ccccc2c(=O)n1Cc1ccc(OC)cc1 (configuration not stated) | 100 | 6 | -14 | -2 | 13 | -3 | 58 | 5 | 97
O=C(NC1CCCCC1)c1cccc(Cn2cc(Cl)cn2)c1 | 96 | -8 | 6 | -4 | 1 | -38 | 102 | 37 | 91
COc1ccc(N/C=C/C(=O)c2ccc(Oc3ncccn3)cc2)cc1 | x | 8 | 18 | -5 | 3 | 5 | x | -7 | x
CCOC(=O)Cc1csc(NC(=O)C2C3C=CC(C3)C2C(=O)O)n1 (configuration not stated) | 101 | 2 | 6 | 1 | -3 | -3 | 90 | 6 | 104
Cc1ccc(C2CC(C(F)(F)F)n3nc(C(=O)NCCN4CCOCC4)cc3N2)cc1 (configuration not stated) | x | -8 | 18 | -3 | 0 | -6 | x | 6 | x
O=C(c1ccc(F)cc1)N1C2CCC1CC(O)(c1ccc(F)cc1)C2 (configuration not stated) | 102 | -6 | 8 | -3 | -4 | -3 | 92 | 3 | 92
C/C(=N\NC(=O)c1cccc(C)c1)c1cccc(NC(=O)c2ccco2)c1 | x | 7 | -5 | -2 | 1 | 0 | x | 0 | x
CCOCCCNC(=O)CCCOc1ccccc1 | 92 | -5 | -5 | -2 | 10 | 0 | 91 | 1 | 90
O=C(CSCCc1ccccn1)Nc1cccnc1 | 102 | -7 | 19 | -9 | -5 | x | 97 | x | 107
Cc1ccc(CSc2ncccc2C(=O)O)cc1 | 100 | 0 | 1 | 0 | 0 | 1 | 90 | 1 | 114
CC1(C)Oc2ccc(C(=O)NC3CCCC3)cc2N(CC(=O)N2CCOCC2)C1=O | 90 | 4 | 0 | -1 | -4 | 3 | 94 | -3 | 82
CCC1CCCCN1C(=O)CSc1nnc(-c2c[nH]c3ccccc23)o1 (configuration not stated) | 93 | 2 | 21 | -4 | 13 | 6 | 35* | -6 | 108
CCCn1cc(NC(=O)c2cc(-c3ccccc3)on2)cn1 | 97 | -1 | 1 | -6 | 5 | -12 | 76 | 12 | 73
O=C(OCC(=O)N1CCN(C(=O)c2ccco2)CC1)c1ccc(S(=O)(=O)N2CCCCC2)cc1 | 101 | -1 | -3 | -4 | 6 | 8 | 94 | -8 | 87
CCOc1cc(C)c(Cl)cc1S(=O)(=O)NCc1ccco1 | 94 | 2 | -5 | -4 | -3 | 1 | 89 | 4 | 76
O=C(Nc1ccccc1N1CCCC1)c1ccc2c(c1)OCO2 | 88 | -2 | -3 | -8 | 5 | 13 | 108 | -14 | 83
CCOC(=O)C1=C(SCC(=O)Nc2ccccc2)NC(=O)C(C#N)C12CCCCC2 (configuration not stated) | 90 | 5 | 0 | -4 | 0 | -1 | 73 | 1 | 99
C/C(=N\OC(=O)c1ccc(OC(C)C)cc1)c1ccc(C)c(C)c1 | x | 0 | -4 | -2 | 6 | -12 | x | 13 | x
O=S(=O)(c1cc(Cl)ccc1Cl)N1CCNCC1 | 91 | -8 | -3 | -5 | 6 | 4 | 101 | -6 | 94
Cc1ccc(C)n1-n1c(C)nc2scc(-c3cccs3)c2c1=O | 95 | x | x | x | -2 | x | 84 | x | 86
O=C(NCc1ccco1)C1OCCc2ccccc21 (configuration not stated) | x | -5 | 2 | -3 | -1 | 3 | x | -3 | x
CCOC(=O)CCN(Cc1cccs1)S(=O)(=O)c1ccc(Cl)cc1 | x | 8 | -15 | -4 | 13 | 4 | x | -3 | x
